M. tuberculosis GlmU: inhibition of mycobacterial GlmU enzyme – biochemical, glucosamine-1-phosphate acetyltransferase (AID 1376); M. tuberculosis GlmU acetyltransferase enzyme assay; higher % means a stronger effect; inhibition, %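 (tested at 30 µM in the primary screen)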, or IC50 in µM where a hit was titrated; 220,000 compounds, 0.25% hits; in the data active = inhibition above about 13%;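 also: 0% = complete reaction with vehicle and 100% = reaction without substrate; strong numbers were not always called active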
RmlCD inh 1536: blocks M. tuberculosis RmlC and RmlD coupled enzymes | P9WH09+P9WH11 | RmlC+RmlD coupled enzyme assay, percent inhibition; primary screen in compound mixtures | inhibition, % at 3.6 µM | 160,000 compounds, 0.03% hits; in the data active = inhibition mostly above about 34%, no sharp cut-off; also: some results filed as inactive read as strong as hits
Target sequence (P9WH09 whole entry, looked up): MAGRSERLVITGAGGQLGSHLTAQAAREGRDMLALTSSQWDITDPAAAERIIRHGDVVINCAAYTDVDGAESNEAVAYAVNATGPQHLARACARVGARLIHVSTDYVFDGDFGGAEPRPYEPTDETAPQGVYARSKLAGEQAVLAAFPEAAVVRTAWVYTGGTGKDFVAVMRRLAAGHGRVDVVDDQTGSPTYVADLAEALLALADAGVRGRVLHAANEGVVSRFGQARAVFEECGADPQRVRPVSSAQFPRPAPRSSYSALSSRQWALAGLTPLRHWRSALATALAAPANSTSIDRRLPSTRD
Target sequence (P9WH11 whole entry, looked up): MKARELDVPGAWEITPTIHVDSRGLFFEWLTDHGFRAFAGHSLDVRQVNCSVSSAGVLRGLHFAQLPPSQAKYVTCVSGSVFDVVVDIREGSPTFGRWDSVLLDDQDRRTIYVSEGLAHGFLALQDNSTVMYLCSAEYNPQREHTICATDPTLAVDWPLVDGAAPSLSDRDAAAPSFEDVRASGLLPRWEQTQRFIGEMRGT
Active calls of the source: *; · = no result given.

SMILES	M. tuberculosis GlmU	RmlCD inh 1536
O=C1NC(c2ccc(-c3ccccc3[N+](=O)[O-])o2)C(C(=O)c2ccc(Cl)cc2)C(O)(C(F)(F)F)N1 (stereo unspecified)	-1.8%	16
O=C(CSc1nnc(-c2ccc(OC(F)F)cc2)o1)N1CCOCC1	-1.5%	11
C/C(=N\N1CCN(c2ccccc2)CC1)c1cccs1	1.6%	5
CCOc1ccc(NC(=O)C(C)Oc2ccccc2C(=O)Nc2ccc(C)c(Cl)c2)cc1 (stereo unspecified)	2.2%	106
CN1CCC2(CC1)CC(NC=O)c1ccccc1O2 (stereo unspecified)	-1.5%	7
O=C(NC(Cc1c[nH]c2ccccc12)c1nnc2n1CCCCC2)c1ccc(Cl)cc1 (stereo unspecified)	21%	-11
CN(C(=O)c1ccc(-c2nn(C)c(=O)c3ccccc23)cc1)c1ccccc1	1.1%	-6
CN1c2ccc(Cl)cc2C(=O)NC1c1ccc([N+](=O)[O-])s1 (stereo unspecified)	0.7%	5
O=C(CNC(=O)c1ccccc1)N/N=C/c1ccc([N+](=O)[O-])s1	2.0%	-8
CC(=O)c1ccc(-c2ccc([C@H]3[C@@H]4C=CCC[C@@]4(C)C(=O)N3Cc3ccccc3)c(F)c2)cc1	2.8%	·
CCCC(=NCc1ccccc1)C1=C(O)C(C(=O)OC)C(C)(C)CC1=O (stereo unspecified)	0.6%	·
O=C1NC(=S)NC(=O)C1C/C=C/c1ccccc1	-7.1%	8
CC(=O)Nc1cccc(C(=O)OCC(=O)NC(C)c2ccc(F)cc2)c1 (stereo unspecified)	-2.5%	1
Clc1ccc(-c2csc(N/N=C/c3cccnc3)n2)c(Cl)c1	-0.6%	·
CN(C)P(=NC(=S)c1cccn1C)(N(C)C)N(C)C	6.6%	5
COC(=O)Cn1c(C(F)(F)F)nc2ccccc21	3.2%	·
N#Cc1ccc(CSc2nnc(Nc3ccccc3)s2)cc1	2.9%	0
O=c1oc2c3c4c(cc2c2c1CCC2)OCCN4CCC3	-2.3%	·
O=c1o[nH]c(-c2ccccc2)c1C=Nc1ccc(Cl)cc1	2.2%	-1
O=C(Nc1ccc(Cl)c(Cl)c1)Nc1nnc(CC2=CCCCC2)s1	-7.0%	-4
CC1CCc2sc3nc(NCc4ccco4)n4ncnc4c3c2C1 (stereo unspecified)	-0.3%	36
O=[N+]([O-])c1cccc(/C=N/Nc2nc(NCc3ccccc3)nc(N3CCOCC3)n2)c1	0.7%	1
CSCCC(NC(=O)c1ccc(Br)cc1)C(=O)O (stereo unspecified)	-0.1%	7
c1ccc(Cc2nnc3n2N=C(c2ccccc2)CS3)cc1	2.7%	-1
CC1(C)CC(=O)N(CC(=O)N2CCN(c3ncccn3)CC2)c2ccccc2S1(=O)=O	-0.4%	18
CN(C)c1nc2n(c(=O)n1)CCS2	4.5%	-5
O=S(=O)(c1ccc2c(c1)OCCO2)N1CCN(c2nc(-c3cccnc3)nc3ccccc23)CC1	2.4%	1
Clc1cccc(Cl)c1Cn1nnc(-c2cccs2)n1	-1.6%	14
O=C(O)c1ccc2cccc(O)c2n1	6.4%	-9
COCCN1C(=O)NC(=O)/C(=C\c2ccc(Br)cc2)C1=O	-2.9%	4
CCOC(=O)c1c(-c2ccccc2)csc1NC(=O)c1nn(CC)cc1Br	4.5%	6
COc1ccc(CC(=O)Nc2ccc(-c3noc(-c4ccccc4OC)n3)cc2)cc1	-4.6%	-2
CCOC(=O)C1NN=C(C(=O)c2ccccc2)C1c1ccc(OC)cc1 (stereo unspecified)	3.7%	1
CCOC(=O)N1CCC(NC(=O)c2ccc(N3CCC4(CC3)OCCO4)c([N+](=O)[O-])c2)CC1	-0.1%	-13
CC(=O)Nc1ccc(S(=O)(=O)NNC(=O)c2cccc3ccccc23)cc1	-3.4%	4
Cc1cc(N2CCOCC2)ccc1/C=C1\NC(=O)N(Cc2ccccc2)C1=O	1.7%	2
Cc1c(O)c(=O)ccn1Cc1ccccc1	-8.7%	·
COc1ccc(C(=O)N/C(=C/c2cccnc2)C(=O)N2CCOCC2)cc1OC	0.5%	11
CCOC(=O)c1sc(NC(=O)c2ccco2)nc1C	2.2%	·
COc1ccc(COCC(O)CN(Cc2ccco2)Cc2ccccc2O)cc1 (stereo unspecified)	1.4%	3
O=C(Oc1ccc2cccc(OC(=O)N3CCOCC3)c2c1)N1CCOCC1	-3.6%	·
Cc1ccc(C)c(C2=CSC3=NCCN23)c1	-3.3%	·
O=C(NC1CCCC1)C(c1cc2c(cc1[N+](=O)[O-])OCO2)N1CCCC1 (stereo unspecified)	-0.5%	2
CCc1nnc(NC(=O)OCc2ccccc2)s1	3.2%	-5
COc1ccc(C)cc1NC(=O)CN(Cc1nnc(-c2ccc(Cl)cc2)o1)C1CCCC1	3.5%	8
COc1ccc(-c2ccccc2)cc1NCc1ccccc1C	-9.1%	-8
CCCC(=O)c1ccc(N2CCCCC2)c(F)c1	-3.4%	7
O=C(Cn1c(=O)oc2cc(S(=O)(=O)N3CCCC3)ccc21)Nc1ccccc1Br	-0.6%	-8
Cc1ccc(S(=O)(=O)O/N=C2/CCCc3occc32)cc1	1.0%	-4
CN(C)S(=O)(=O)c1cccc(C(=O)Nc2ccc(S(=O)(=O)N3CCCC3)cc2)c1	5.3%	4
COC(=O)c1sc2nc(SCC(=O)N(C)c3ccccc3)n(N)c(=O)c2c1C	2.3%	3
CSc1ccccc1NC(=O)c1cnccn1	5.5%	-9
O=C(CSc1nnc(-c2ccncc2)n1Cc1ccco1)Nc1nccs1	-3.6%	·
Cc1ccccc1OCC(=O)N/N=C/c1sc(=O)n(Cc2cccc(C(=O)O)c2)c1Cl	8.0%	-5
CN1CCN(c2ccc(S(=O)(=O)N3CCCCC3)cc2NC(=O)Cc2ccc(Cl)cc2)CC1	-3.6%	54
Cc1cccnc1Nc1nc(-c2ccc(O)cc2O)cs1	2.8%	6
Cc1ccc(C(=O)c2sc3nsc(C)c3c2N)cc1	-1.9%	6
O=C(CSc1ccccn1)Nc1ccc2c(c1)OCCO2	4.0%	30
O=S(=O)(CCSc1ccc(C(F)(F)F)cn1)c1ccccc1	-1.9%	5
CSc1nc(O)c(/C=C2\C=Nc3ccccc32)[nH]1	-6.6%	·

As entered above.
M. tuberculosis GlmU with O=C(CSc1nnc(-c2ccncc2)n1Cc1ccco1)Nc1nccs1 reads -3.6%
M. tuberculosis GlmU with CCCC(=O)c1ccc(N2CCCCC2)c(F)c1 reads -3.4%

Next results:
SMILES	M. tuberculosis GlmU	RmlCD inh 1536
CN(C)CCSc1nnc(-c2ccccc2)o1	8.5%	15
O=C(O)C1CCCCC1C(=O)NCCCN1CCOCC1 (stereo unspecified)	1.1%	7
COC(=O)CNc1nc(-c2ccccc2F)nc2ccccc12	-2.6%	·
CCOCCCNC(=O)C(c1ccc(OC)cc1)N(Cc1cccs1)C(=O)c1ccccn1 (stereo unspecified)	-4.8%	-7
CCCCCCCCc1nc(=S)[nH][nH]1	0.3%	·
c1cc2c(cc1CN1CCOCC1)OCO2	2.6%	·
Cc1ccc(NC(=O)CSC(N)=O)cc1Cl	-0.9%	-2
O=c1[nH]nc(SCc2cc(Cl)ccc2Cl)c(=O)[nH]1	0.1%	·
CCn1cc(S(=O)(=O)CC(=O)Nc2cc(C)on2)c2ccccc21	2.2%	-8
CC(=O)NS(=O)(=O)c1ccc2sc(C)nc2c1	-1.1%	-6
Oc1[nH]c2ccccc2c1C1=NCCCCC1	0.9%	-2
COCCn1c(=O)[nH]c2cc(C(=O)NCc3cccnc3)ccc2c1=O	-1.0%	·
O=C(CSc1ccccc1)NCCCN1CCOCC1	-1.8%	·
CN1CCN(Cc2nc3c(c(=O)[nH]c(=O)n3C)n2CCc2ccccc2)CC1	2.1%	5
CCCCNC(=O)CSc1nc2cc3c(cc2c(=O)n1Cc1ccco1)OCO3	1.5%	-9
CCN(CC)S(=O)(=O)c1cc(C(=O)O)ccc1OC	-1.5%	·
CC(C)(C)c1ccc(-c2noc(CCC(=O)NCc3ccco3)n2)cc1	-2.3%	·
O=[N+]([O-])c1cc2cccnc2c2ncccc12	3.1%	-6
N#Cc1cc2c(nc1SCc1ccc(Cl)cc1)CCCC2	0.0%	·
O=C(NN1C(=O)C2C3C=CC(C4CC34)C2C1=O)c1ccc(Cl)cc1Cl (stereo unspecified)	-2.0%	·
c1ccc(-c2nnc(C(c3ccccc3)c3ccccc3)o2)cc1	-4.3%	-7
CC(=O)Nc1ccc(SCC(=O)Nc2ccccc2-c2ccccc2)cc1	-1.4%	5
Cc1csc(NC(=O)C2COc3ccccc3O2)n1 (stereo unspecified)	-2.8%	-9
Cc1ccc2nc(NS(C)(=O)=O)sc2c1	2.3%	·
COCCN1C(=O)N[C@@H](CCc2ccccc2)C(C(C)=O)=C1C	-4.7%	·
COC(=O)C(Cc1cnc(Cl)s1)(C(=O)OC)c1ccc(C(F)(F)F)cc1[N+](=O)[O-]	4.9%	6
CCOC(=O)Cn1nnnc1C(CC)N(Cc1cc2ccc(C)cc2[nH]c1=O)C1CCCC1 (stereo unspecified)	-4.8%	-11
Cc1cccc(NC(=S)N(C)C2CCCCC2)c1	-5.1%	-1
Cc1cccc(COCC(Cc2ccccc2)N2CCN(C(=O)c3cc(Cl)cc(Cl)c3)CCC2=O)c1 (stereo unspecified)	4.0%	·
CC1CCN(C(=O)COC(=O)c2ccccc2NC(=O)c2ccco2)CC1	4.0%	·
CCOc1ccccc1NC(=O)CCN1CCN(S(=O)(=O)c2ccc(OC)cc2)CC1	·	8
CCOC(=O)c1cnc(-c2ccccc2)nc1N1CCOCC1	3.0%	-10
O=C(O)c1ccc(/C=N/Nc2ccc(S(=O)(=O)N3CCCC3)cc2[N+](=O)[O-])cc1	2.5%	3
O=C(CC1SC(=NCc2ccccc2)NC1=O)Nc1ccccc1 (stereo unspecified)	-0.9%	-8
CN(C)S(=O)(=O)n1ccnc1	-2.9%	9
CC(C)OCCCNc1ncnc2c1[nH]c1ccc(F)cc12	-0.1%	-2
COc1ccc(C2N(c3ccccn3)C(=O)C3CCCN32)c(OC)c1 (stereo unspecified)	1.1%	·
CC(C)Cc1nc(S(=O)(=O)c2ccc(Cl)cc2)c(N2CCOCC2)o1	-0.3%	·
CCN(CC)C(=O)c1cc2c(=O)c3cc(F)ccc3oc2nc1C	-0.3%	9
CC(C)(C)c1cc2cccnc2n1Cc1cccc(Cl)c1	3.9%	-2
COC(=O)c1sccc1NC(=O)c1ccc(C)s1	0.6%	·
COc1ccc2c(COC(=O)CC3Sc4ccccc4NC3=O)cc(=O)oc2c1 (stereo unspecified)	2.0%	-4
COc1cccc(-n2c(Cc3cc(=O)[nH]c(=O)[nH]3)nnc2SCC(=O)NC2CCCCC2)c1	2.0%	1
Cc1ccc(NC(=O)c2ccc(CSc3nnc(-c4ccncc4)n3C)cc2)cc1	-0.2%	·
CCCCC(=O)Nc1ccnc(-c2cccnc2)n1	-3.1%	-1
Cc1nc(C(=O)NCCC(C)C)sc1C1(C)CC(c2cccc([N+](=O)[O-])c2)=NO1 (stereo unspecified)	-6.5%	·
O=C(CSc1nnc(-c2ccc(Br)o2)n1Cc1ccccc1)c1ccccc1F	1.7%	-1
CCc1ccccc1N1C(=O)CC(=O)NC1=O	·	-7
O=C(NC(=S)Nc1ccc(Br)cn1)c1cccnc1	-10%	1
CCOc1ccc(C(CCc2ccccc2)NC(=O)c2ccccc2)cc1OCC (stereo unspecified)	3.1%	-4
Cc1nc(C)c(C(=O)Nc2ccccc2-c2ccccc2)o1	2.3%	·
CC1CC(C)CN(c2nc(NCc3ccco3)nc(N)c2[N+](=O)[O-])C1 (stereo unspecified)	1.2%	-4
COc1cccc(C(=O)CN2C(=O)C(C)(C)Oc3ccc(C(=O)N4CCCCCC4)cc32)c1	-1.8%	-8
O=C(Cc1ccccc1)NC(NCCc1ccccc1)C(Cl)(Cl)Cl (stereo unspecified)	1.4%	-3
Cc1ccccc1NCC(=O)N/N=C\C=C\c1cccc([N+](=O)[O-])c1	-0.3%	·
CCOc1cc(C(=O)CCC(=O)OCC(=O)N2c3ccccc3NC(=O)C2(C)C)ccc1O	-1.3%	·
O=C(Nc1nc2c(s1)CCCC2)c1cc(-c2ccncc2)nc2ccccc12	7.9%	-8
Cc1ccc(Oc2coc3cc(OC(=O)c4cccs4)ccc3c2=O)cc1	2.2%	·

Structural class: the compounds so far with an aryl methoxy group.
SMILES	M. tuberculosis GlmU	RmlCD inh 1536
COc1ccc(CC(=O)Nc2ccc(-c3noc(-c4ccccc4OC)n3)cc2)cc1	-4.6%	-2
CCOC(=O)C1NN=C(C(=O)c2ccccc2)C1c1ccc(OC)cc1 (stereo unspecified)	3.7%	1
COc1ccc(C(=O)N/C(=C/c2cccnc2)C(=O)N2CCOCC2)cc1OC	0.5%	11
COc1ccc(COCC(O)CN(Cc2ccco2)Cc2ccccc2O)cc1 (stereo unspecified)	1.4%	3
COc1ccc(C)cc1NC(=O)CN(Cc1nnc(-c2ccc(Cl)cc2)o1)C1CCCC1	3.5%	8
COc1ccc(-c2ccccc2)cc1NCc1ccccc1C	-9.1%	-8
CCOCCCNC(=O)C(c1ccc(OC)cc1)N(Cc1cccs1)C(=O)c1ccccn1 (stereo unspecified)	-4.8%	-7
CCN(CC)S(=O)(=O)c1cc(C(=O)O)ccc1OC	-1.5%	·
CCOc1ccccc1NC(=O)CCN1CCN(S(=O)(=O)c2ccc(OC)cc2)CC1	·	8
COc1ccc(C2N(c3ccccn3)C(=O)C3CCCN32)c(OC)c1 (stereo unspecified)	1.1%	·
COc1ccc2c(COC(=O)CC3Sc4ccccc4NC3=O)cc(=O)oc2c1 (stereo unspecified)	2.0%	-4
COc1cccc(-n2c(Cc3cc(=O)[nH]c(=O)[nH]3)nnc2SCC(=O)NC2CCCCC2)c1	2.0%	1
COc1cccc(C(=O)CN2C(=O)C(C)(C)Oc3ccc(C(=O)N4CCCCCC4)cc32)c1	-1.8%	-8

The list is partial. The share of hits here may be higher or lower than overall.
